AmpC detergent: qHTS Inhibitors of AmpC Beta-Lactamase (assay with detergent) | P00811 | AmpC hydrolysis of nitrocefin, absorbance 480 nm, 0.01% Triton | Potency, µM (doses to about 114 µM), without a hit: at the top dose activity change, negative = inhibition, hits mostly inhibitors | actives 0.041% (n = 370,000) | AID 485294, 2010;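 note: potency is the fitted concentration of half-maximal effect; 0% = no-compound wells and -100% = no-enzyme wells; nearly all actives have a fitted effect of over 25% in size; some results filed as inactive show a strong effect at the top dose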
Target sequence (P00811 whole entry, looked up): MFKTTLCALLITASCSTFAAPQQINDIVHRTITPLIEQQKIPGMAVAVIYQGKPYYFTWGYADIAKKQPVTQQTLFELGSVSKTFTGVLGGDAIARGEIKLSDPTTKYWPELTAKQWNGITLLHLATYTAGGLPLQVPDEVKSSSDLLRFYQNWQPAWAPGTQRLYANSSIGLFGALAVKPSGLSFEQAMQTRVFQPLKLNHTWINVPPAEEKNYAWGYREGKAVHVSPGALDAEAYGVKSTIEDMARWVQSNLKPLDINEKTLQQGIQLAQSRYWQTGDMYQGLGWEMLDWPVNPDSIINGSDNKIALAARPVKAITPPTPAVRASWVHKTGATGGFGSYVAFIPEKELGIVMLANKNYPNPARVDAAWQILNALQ
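AmpC (5.3 nM in the dispensed reagent) in 20 mM phosphate pH 7.0 with 0.01% (detergent screen) or 0.0001% Triton X-100 was preincubated with compounds for 15 min at room temperature. Nitrocefin was then added from an 800 uM solution, and hydrolysis was followed at 480 nm.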
HCMV inh: qHTS Assay for inhibitors of the human cytomegalovirus (HCMV); HFF cells, HCMV-luciferase reporter, 72 h; active compounds read low; activity change, negative = inhibition, % at 57.5 µM; actives 4.5% (n = 410,000); in the data active = activity change below about -60%; inconclusive = no clear call, values can overlap the other calls; inactive = above about -39%
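Screen run at 2 compound doses on HFFs infected with reporter HCMV, MOI 1 PFU/cell. Luciferase activity from cell lysates at 72 h post infection gave inhibition relative to buffer-only and Salinomycin wells.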
AmpC no deterg: qHTS Inhibitors of AmpC Beta-Lactamase (assay without detergent) | P00811 | AmpC nitrocefin hydrolysis, absorbance 480 nm, 0.0001% Triton | Potency, µM (doses to about 57.1 µM), inactives show at the highest dose activity change, negative = inhibition, actives largely listed as inhibitors | actives 0.52% (n = 330,000);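 note: potency is the fitted concentration of half-maximal effect; plate controls were no compound for no effect and no enzyme for full effect; nearly all actives have a fitted effect of over 20% in size; some results filed as inactive show a strong effect at the top dose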
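AmpC (5.3 nM in the dispensed reagent) in 20 mM phosphate pH 7.0 with 0.01% (detergent screen) or 0.0001% Triton X-100 was preincubated with compounds for 15 min at room temperature. Nitrocefin was then added from an 800 uM solution, and hydrolysis was followed at 480 nm.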
Sm TGR inh: qHTS Assay for the Inhibitors of Schistosoma Mansoni Peroxiredoxins; actives 3% (n = 360,000); purified TGR, DTNB reduction, TNB absorbance 405 nm; Schistosoma mansoni thioredoxin glutathione reductase (TGR), Q962Y6; Potency, µM (highest dose often 114 µM), without a hit: top-dose activity change, negative = inhibition, most hits filed as inhibitors; note: potency is the fitted concentration of half-maximal effect; nearly all actives have a fitted effect of over 60% in size
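First, TGR (20 nM dispensed) and NADPH were mixed with compound. Second, a 15 min room-temperature incubation followed. Third, further NADPH and then DTNB were added to start the reaction. Finally, TNB absorbance was monitored kinetically.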
Giardia FBPA inh: qHTS Assay for Inhibitors of Fructose-1,6-bisphosphate Aldolase from Giardia Lamblia | A8B2U2 | purified Giardia FBPA | Potency, µM (series often up to 59.6 µM), inactives show top-dose activity, negative = inhibition, most hits filed as inhibitors | actives 0.71% (n = 290,000) | AID 2451, 2010; note: potency is the fitted concentration of half-maximal effect; nearly all actives have a fitted effect of over 55% in size
Target sequence (A8B2U2 whole entry, looked up): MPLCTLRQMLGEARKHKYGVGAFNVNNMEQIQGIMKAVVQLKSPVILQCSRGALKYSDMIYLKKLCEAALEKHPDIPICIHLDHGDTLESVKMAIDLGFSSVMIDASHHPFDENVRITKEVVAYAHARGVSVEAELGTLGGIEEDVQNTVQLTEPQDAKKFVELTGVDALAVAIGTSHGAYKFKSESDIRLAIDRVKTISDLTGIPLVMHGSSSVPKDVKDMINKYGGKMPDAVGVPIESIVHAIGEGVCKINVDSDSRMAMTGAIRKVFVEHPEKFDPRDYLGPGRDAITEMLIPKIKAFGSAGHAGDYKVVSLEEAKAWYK
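Giardia FBPA (40 nM reagent) was preincubated 10 min at RT with compound (up to 57.5 uM final), then substrate plus GAPDH/TPI/NAD/arsenate coupling system with diaphorase/resazurin was added; resorufin fluorescence (525/598 nm) was read after 20 min.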
AMA1-RON2 inh: qHTS for Inhibitors of AMA1-RON; Towards Development of Antimalarial Drug Lead: Primary Screen; AID 720542, 2013; actives 0.2% (n = 360,000); Potency, µM (highest dose often 58.2 µM), inactives show at the top dose activity change, negative = inhibition, most hits filed as inhibitors; AlphaScreen AMA1-biotinylated RON2 peptide binding;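 note: potency is the fitted concentration of half-maximal effect; 0% = vehicle wells and -100% = peptide control; nearly all actives have a fitted effect of over 45% in size; some results filed as inactive show a strong effect at the top dose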
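AMA1 (3D7) with his tag at 25 nM final met compounds first, then biotinylated RON2 peptide at 25 nM; detection used donor plus acceptor beads, 10 µg/mL apiece, read by AlphaScreen after 30 min at room temperature.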
* marks the source's active call; other numbers are inactive results; u = inconclusive; x = not tested or not shown; & = joins results of further samples; [ ] = remark or other dose. Unless noted, calls come from the whole dose curve; as a rule, active = well fitted curve in the direction sought with a large enough effect; inconclusive = small, poorly fitted or top-dose-only effect, or another doubt; inactive = no such curve, though single readings can be large; an effect the other way counts as inactive or inconclusive. Unless noted, % is set by controls: 0 for no effect and ±100 for the full control effect. Random draw from the library; overall some 7.8% were active at least once.

SMILES	AmpC detergent	HCMV inh	AmpC no deterg	Sm TGR inh	Giardia FBPA inh	AMA1-RON2 inh
COc1ccc(NCc2cc3ccc(OC)cc3n(CC(=O)Nc3cccc(OC)c3)c2=O)cc1	-4%	2	x	-13%	x	x
N#CCCCn1c(O)c(N=NC(=O)C(O)c2ccccc2)c2ccccc21 (stereo unspecified)	4%	u	7%	-4%	0%	69%[activator]
COc1cc(C(=O)N2CCc3c([nH]c4ccccc34)C2c2ccc(C)cc2)cc(OC)c1OC (stereo unspecified)	-7%	81	x	2%	x	x
Nc1cc(=O)[nH]c(SCC(=O)Nc2cccnc2Cl)n1	-8%	-4	1%	0%	4%	4%
C/C(=N\Nc1cccc2cccnc12)c1ccc(N)cc1	-13%	34	-8%[2.29 µM]	-21%	-25%	58%[activator]
Cc1noc(C)c1COc1ccc(C(=O)OCC(=O)NC(=O)C2COc3ccccc3O2)cc1 (stereo unspecified)	-15%	10	-10%	0%	9%	-14%
COc1ccc(S(=O)(=O)N2CCCCCC2)cc1	-2%	-22	-17%	-1%	3%	-7%
O=C(NNC(=O)c1ccccc1-n1cccc1)c1cncc(Br)c1	x	14	-28%	x	x	95%[activator]
CC(=O)Nc1cccc(Oc2ccc3c(c2)C(=O)NC3=O)c1	u	-6	-16%	-30%	-20%	-11%
COc1cccc(NC(=S)N(CCC(C)C)C(C)c2ccncc2)c1 (stereo unspecified)	-1%	36	1%	-10%	2%	-4%
C=CCN(CC=C)CCOc1ccccc1	-3%	-10	1%	-3%	-26%	-30%
Oc1ccc(Cl)cc1CNCc1ccc(F)c(F)c1	-6%	-4	-23%	-16%	x	55%[activator]
O=C(/C=C/c1cccs1)Nc1cccnc1	0%	0	-17%	4%	-11%	-2%
S=C(NC1CCCCC1)N1CCOCC1	-1%	u	-3%	14%	1%	-5%
CC(C)(C)SCCNS(=O)(=O)c1ccc(F)cc1	-12%	-16	-9%	-25%[11.4 µM]	0%	0%
COc1ccc(CNC(=O)C2CCC(CNS(=O)(=O)c3cccc4nsnc34)CC2)cc1 (stereo unspecified)	-20%	-5	3%	12%	10%	8%
COC(=O)C1=CN(c2cccc(C(F)(F)F)c2)C=C(C(=O)OC)C1c1ccc(O)c(OC)c1	-10%	-21	140%[activator]	-24%	0%	-3%
CCOC(=O)N1CCN(c2cc3[nH]c(=S)[nH]c3cc2F)CC1	u	-1	-3%	-19%	-5%	41%[activator]
CCn1nnnc1Oc1ccc(Cl)cc1	-14%	-20	-16%	11%	5%	-2%
O=C(CC12CC3CC(CC(C3)C1)C2)NCC(=O)N1CCc2ccccc2C1	11%	39	-2%	7%	-2%	-12%
O=C(NCc1ccccc1Cl)c1cccn1-c1nnc(N2CCCCC2)s1	-3%	0	x	2%	x	x
Cn1c(SCC(=O)Nc2ccc3[nH]c(=O)[nH]c3c2)nnc1-c1ccc(F)cc1	-9%	20	-14%	-14%	-3%	-3%
COc1ccc(NC(=O)C(=O)c2cn(CC(=O)N3CCCC3)c3ccccc23)c(OC)c1	-12%	x	-33%	-4%	1%	11%
CC(=O)Nc1cccc(OCCCNC(=O)C2CCC2)c1	5%	-28	-18%	12%	6%	-1%
C=CCn1c(SCC(=O)c2ccc(O)c(O)c2)nnc1-c1ccc(OC)cc1	-4%	-17	-40%	0%	x	70%[activator]
CCOc1cc2sc(N3CCC(C(=O)Nc4ccc(C(C)C)cc4)CC3)nc2cc1Br	8%	150	x	-2%	x	x
CC(C)N(C(=O)Cn1c(SCC(=O)N2CCN(c3ccccc3)CC2)nc2ccccc21)C(C)C	-1%	-21	-5%	-3%	5%	37%[activator]
O=C(NN=C1CCC(=NNC(=O)c2cccnc2)CC1)c1cccnc1	2%	-31	-9%	-3%	u	30%[activator]
CCCCOc1ccccc1Cn1c(=O)oc2ccccc21	-11%	-26	-31%	2%	11%	30%
O=C(Nc1cccc(Cl)c1)Nc1ccc(Cl)cn1	0%	13	-21%	4%	-1%	1%
Cc1nc2nc(SCC(=O)N3CCOCC3)nn2c(C)c1Cc1c(F)cccc1Cl	3%	4	106%[activator]	2%	10%	-6%
Cc1ccc2[nH]c3c(=O)n(CC(=O)N4CCN(c5cccc(C(F)(F)F)c5)CC4)ncc3c2c1	-3%	-10	x	6%	x	x
Cc1cc(Nc2ccc(Cl)cc2C)nc(-n2nc(C)cc2C)n1	12%	u	x	-1%	x	x
CCC(C)NC(=O)CC1Oc2ccc(C)cc2NC1=O (stereo unspecified)	u	-1	-19%	-11%	7%	4%
CN1CCN(C(=O)c2cnn(-c3ccccc3)c2NC(=O)c2ccc([N+](=O)[O-])cc2)CC1	-10%	-25	6%	-13%	4%	7%
CC1CCN(c2ccc([N+](=O)[O-])cc2C(=O)O)CC1	-8%	u	-4%	-4%	1%	-17%
CCC(c1nnnn1C1CCCC1)N1CCN(c2ccccc2F)CC1 (stereo unspecified)	5%	-16	29%	5%	4%	4%
Cc1cccc(S(=O)(=O)Nc2cccc(-c3ccc(N4CCCCC4)nn3)c2)c1	2%	u	x	1%	x	x
COc1ccc(-c2nnc(SCC(=O)c3ccc[nH]3)n2-c2ccccc2)cc1	-5%	40	-52%	1%	1%	-11%[11.6 µM]
O=c1c(O)c(-c2cccs2)oc2ccc(Cl)cc12	u	2	-37%	30%	-24%	129%[activator]
Cn1c(=O)c2c(nc(Oc3ccc4c(c3)OCO4)n2Cc2ccc(Cl)cc2)n(C)c1=O	1%	-4	-15%	-21%	0%	-13%
CCCCOc1ccc(CNC(=O)c2cnc3sc(N4CCCCCC4)nn3c2=O)cc1	22%	57	x	-3%	x	x
COc1ccccc1CNC(=O)/C=C/C(=O)O	5%	25	-11%	-5%	3%	0%
Cc1cccc(C(C(=O)NCc2ccc(F)cc2)N(C(=O)c2csnn2)C2CC2)c1 (stereo unspecified)	-12%	28	9%	19%	0%	-3%
C=C(C)C1CCC(C)=C1COC(=O)Nc1ccccc1 (stereo unspecified)	u	-16	-20%	u	-8%	33%[activator]
CCOC(=O)c1[nH]nc(-c2c(O)cc(C)cc2O)c1-c1csc(C)n1	-10%	-22	-22%	u	7%	13%
CNC(=O)Oc1ccc2c(c1)[C@]1(C)CCN(C)[C@@H]1N2C	-16%&-7%	-18&0	-23%&-30%	0%&-12%	u	0%&2%
CCN(CC(=O)Nc1c(F)cccc1F)C(=O)c1cc2c(cc1Cl)N1CCCCCC1=NS2(=O)=O	-12%	-12	-2%	5%	x	15%
COc1ccccc1C(=O)Nc1ccc2c3c(cccc13)CC2	-6%	-9	-56%	1%	-3%	-11%
COc1cc(CC(=O)NCCCc2ccccc2)cc(OC)c1OC	u	-3	0%	-15%	-3%	-19%
Next records:
SMILES	AmpC detergent	HCMV inh	AmpC no deterg	Sm TGR inh	Giardia FBPA inh	AMA1-RON2 inh
COc1nc(C)cc(C)c1S(=O)(=O)c1ccc(Cl)cc1	0%	-16	-9%	14%	-10%	-7%
O=C(C1CCCO1)N1CCC(O)(c2ccccc2)CC1 (stereo unspecified)	-5%	-26	-11%	-2%	1%	0%
Cc1ccc(S(=O)(=O)/N=C/c2ccc(N(C)C)cc2)cc1	-15%	-3	1%	-4%	8%	-7%
O=C(O)c1ccccc1-c1ccccc1C(=O)Nc1ccc(-c2nc3cc(Cl)ccc3o2)cc1	3%	-37	-19%	2%	21%	8%
COc1n[nH]c(C(=O)Nc2nc3ccccc3s2)c1[N+](=O)[O-]	1%	71	-21%	x	u	113%[activator]
COc1ccc(N2CCN(S(=O)(=O)c3cc4c5c(c3)C(C)C(=O)N5CCC4)CC2)cc1 (stereo unspecified)	-3%	-24	199%[activator]	4%	x	-15%
CCOc1ccccc1C1CC(=O)Nc2cc3c(cc21)OCCO3 (stereo unspecified)	u	-99*	-20%	-4%	-7%	25%
COc1ccc(C2CC(=O)c3cc(-c4nc(-c5cccc([N+](=O)[O-])c5)cs4)c(=O)n(-c4ccccc4C)c3C2)cc1 (stereo unspecified)	-3%	21	x	-12%	x	x
Cc1cc2n(n1)SC(Nc1ccccc1)N2 (stereo unspecified)	-12%	19	-16%	u	x	118%[activator]
Cc1ccc(NC(=O)CS(=O)CC(=O)Nc2cccc(C)c2C)cc1F (stereo unspecified)	-6%	25	-10%	0%	6%	0%

Compound profiles, from the list above. Values in the order: AmpC detergent	HCMV inh	AmpC no deterg	Sm TGR inh	Giardia FBPA inh	AMA1-RON2 inh
Record of CCOc1ccccc1C1CC(=O)Nc2cc3c(cc21)OCCO3 (stereo unspecified) → u	-99*	-20%	-4%	-7%	25%
Record of COc1ccc(C2CC(=O)c3cc(-c4nc(-c5cccc([N+](=O)[O-])c5)cs4)c(=O)n(-c4ccccc4C)c3C2)cc1 (stereo unspecified) → -3%	21	x	-12%	x	x
Record of Cc1ccc(S(=O)(=O)/N=C/c2ccc(N(C)C)cc2)cc1 → -15%	-3	1%	-4%	8%	-7%
Record of COc1n[nH]c(C(=O)Nc2nc3ccccc3s2)c1[N+](=O)[O-] → 1%	71	-21%	x	u	113%[activator]
Record of COc1ccc(N2CCN(S(=O)(=O)c3cc4c5c(c3)C(C)C(=O)N5CCC4)CC2)cc1 (stereo unspecified) → -3%	-24	199%[activator]	4%	x	-15%

(continued)
SMILES	AmpC detergent	HCMV inh	AmpC no deterg	Sm TGR inh	Giardia FBPA inh	AMA1-RON2 inh
CC(=O)c1ccc(OCc2cc(C(=O)NCC3CCCCO3)no2)cc1 (stereo unspecified)	-4%	0	-3%	17%	-15%	-11%
CCn1c(=O)c(C(=O)NNC(=O)c2ccc(Cl)cc2Cl)c(O)c2ccccc21	0%	-10	-16%	8%	11%	71%[activator]
O=C(COC(=O)C1c2ccccc2Oc2ccccc21)Nc1ccc2c(c1)OCO2	-10%	18	-23%	29%	-13%	-3%
Cc1cn(C)c(CC(=O)N2CCN(c3cccc(C(F)(F)F)c3)CC2)c1C(=O)O	7%	-15	x	7%	x	x
CC(C)CCN1CCC(n2nccc2NC(=O)C2CCOC2)CC1 (stereo unspecified)	u	0	-4%	-9%	-5%	0%
CC(C)Oc1ccc(C(CCNCc2ccc(O)cc2)c2ccccc2)cc1 (stereo unspecified)	0%	-19	-11%	6%	-1%	-2%
COC(=O)c1ccc(Oc2c(F)c(F)nc(N3CCOCC3)c2F)cc1	0%	-33	58%	3%	4%	u
Cc1ccc2c(=O)cc(C(=O)NC3CCS(=O)(=O)C3)oc2c1C (stereo unspecified)	-7%	-4	-13%	0%	5%	-12%
CCc1noc(C)c1C(=O)Nc1cc(S(=O)(=O)N2CCOCC2)ccc1N1CCN(CC)CC1	-10%	-22	1%	-4%	x	-16%
COCCNC(=O)COc1ccc(C)cc1C	3%	-16	8%	10%	4%	3%
Cc1cc(C)c(C)c(S(=O)(=O)NC(C(=O)NCCc2ccco2)C(C)C)c1C (stereo unspecified)	-14%	-5	6%	u	x	-4%

Assay outcomes: PubChem BioAssay, National Center for Advancing Translational Sciences (NCATS)
